UTI89 phage lysis – inhibition of K1F phage lysis, E. coli UTI89, bacterial capsule biogenesis inhibitors, alamar blue (AID 488966); E. coli UTI89 K1F phage lysis, alamar blue, 2 h; higher % means a stronger effect; inhibition, % at 100 µM; hits with a dose series show IC50 in µM; 0.02% of 340,000 active;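 active = phage lysis inhibition, versus mean bacterial control, above a set limit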;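 also: capsule biogenesis inhibitors block K1F phage lysis so surviving cells raise fluorescence; higher fluorescence means more inhibition of phage lysis; actives were called in the ten point dose series up to 300 µM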
RSV CPE inhibition – RSV antiviral activity via CPE protection, HEp-2 cells, primary 10 µM value included (AID 2391); HEp-2 cells, RSV-induced CPE inhibition; higher % means a stronger effect; 0.13% of 310,000 active; CPE inhibition, % at 10 µM, or IC50 in µM where a hit was titrated; in the data active = a potency from the dose series; also: strong numbers were not always called active
ER stress rescue – rescue of cells from ER stress-induced death, primary screen, 384-well, CSM14.1, thapsigargin, ATP luminescence (AID 1222); CSM14.1 thapsigargin-induced death rescue, ATP luminescence; higher % means a stronger effect; cellular ATP content (survival), % at 20 µM; hits with a dose series show EC50 in µM; 190,000 tested, under 10 active;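 active = EC50 below 50 µM in the dose-response confirmation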;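 also: death triggered by thapsigargin at about 15 µM added after 2 h compound pretreatment; cell ATP read after overnight thapsigargin exposure of roughly 18 to 22 hours; normalized against plate controls of thapsigargin alone and 5% DMSO vehicle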
West Nile virus CPE – West Nile virus antiviral activity, cell-based, CPE readout (AID 1621); CPE inhibition, % at 10 µM; hits with a dose series show IC50 in µM; 0.02% of 290,000 active; West Nile virus-infected cells, CPE inhibition; higher % means a stronger effect; in the data active = a potency from the dose series; also: strong numbers were not always called active
Yfh1-depleted yeast – enhancers of respiration in Yfh1-depleted yeast, dose response, Friedreich's ataxia, plus single-dose screen (AID 1465). S. cerevisiae Yfh1-off respiration, WST-1 reduction, 72 h; higher fold induction means a stronger effect. fold induction at 50 µM, or EC50 in µM where a hit was titrated. 0.074% of 220,000 active;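 active = fold induction of absorbance versus untreated yeast above a set limit, then at least 30% activation at any dose in follow-up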;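 also: activators that raise dye reduction in frataxin-depleted yeast; strong numbers were not always called active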
Dengue-2 NS5 capping – Dengue-2 NS5 methyltransferase inhibitors, primary screen, biochemical, confirmation dose response (AID 588689) | Genome polyprotein (Dengue virus type 2 (strain 16681-PDK53)) | Dengue-2 NS5 methyltransferase capping enzyme assay, biochemical; higher % means a stronger effect | one-dose inhibition, % at 25 µM; IC50 in µM for titrated hits | 0.3% of 340,000 active; in the data active = a potency from the dose series
WT yeast gro inh – growth inhibition of WT strain, primary screen, mitochondrial fusion inhibitor project, WT and mutant strains, chemical genetic. mitochondrial fusion phenotypic screen. inhibition, % at 10 µM. 2.1% of 190,000 active. AID 1362, 2008; in the data active = inhibition above about 58%; tested in S. cerevisiae
XIAP displacement – XIAP antagonists, biochemical, IAP family, fluorescence polarization (AID 1018) | E3 ubiquitin-protein ligase XIAP (Homo sapiens) | XIAP BIR domain, fluorescence polarization peptide displacement; higher % means a stronger effect | one-dose displacement, % at 20 µM; IC50 in µM for titrated hits | 0.007% of 200,000 active; in the data active = displacement above about 50%; also: a part of the inactive calls stands beside numbers as strong as those of hits
Large T inhibition – SV40 large T antigen inhibitors, biochemical (AID 1903). 0.39% of 310,000 active. SV40 large T antigen ATPase/helicase inhibition assay; higher % means a stronger effect. inhibition, % at 20 µM, or IC50 in µM where a hit was titrated; in the data active = a potency from the dose series; also: strong numbers were not always called active
WT yeast gro inh mutant strain – further read-out of WT yeast gro inh, marked with its call; inhibition, %; mitochondrial fusion phenotypic screen, mutant strain inhibition
Dengue-2 NS5 capping pilot replicate – second read-out of Dengue-2 NS5 capping, no call of its own (marks repeat the call); inhibition, %; measured here: pilot screen replicate inhibition
* = called active by the depositor; i = inactive; x = no result given; [ ] = dose if it differs, or a comment. Random draw from the library (roughly 2.2% active in at least one column).

SMILES | UTI89 phage lysis | RSV CPE inhibition | ER stress rescue | West Nile virus CPE | Yfh1-depleted yeast | Dengue-2 NS5 capping | WT yeast gro inh | WT yeast gro inh mutant strain | XIAP displacement | Large T inhibition | others
COC(=O)c1cccc(NC(=O)CN2CCN(Cc3ccccc3)CC2)c1 | 0.1% | 0.3% | 1.7% | -0.1% | i | -4% | 6 | 22 | 0.5% | -7%
COCCNC(=O)c1ccccc1NS(=O)(=O)c1ccc(Br)s1 | 1.6% | -0.7% | 1.5% | 1.7% | i | -10% | 1 | 1 | -5.0% | 3%
COc1ccc(Cc2noc(CN3CCN(C4CCc5ccccc5C4)CC3)n2)cc1OC (stereo unspecified) | x | 1.8% | -0.4% | -1.6% | i | x | -10 | -1 | -9.2% | 9%
Cc1nnc(SCc2ccc(Cl)cc2)nc1/C=C/N(C)C | 0.1% | 18% | x | -0.6% | i | -13% | 26 | 41 | -7.3% | 22%
O=C(NC(Cc1ccccc1)C(=O)O)/C(=C/c1cccc([N+](=O)[O-])c1)NC(=O)c1ccco1 (stereo unspecified) | 0.4% | 0.2% | x | -0.3% | x | 1% | x | x | x | 15%
COc1cc(Cl)c(S(=O)(=O)NCc2ccccn2)cc1Cl | -0.5% | 0.4% | 0.9% | -0.1% | i | -5% | 10 | 14 | -21% | 2%
COc1cccc(CNC(=O)C2CCN(c3nn4c(=O)cc(C)nc4s3)CC2)c1 | 0.1% | -2.3% | x | 0.1% | x | -11% | x | x | x | 6%
COc1ccc(N(CC(=O)NCc2ccc3c(c2)OCO3)S(=O)(=O)c2ccccc2[N+](=O)[O-])c(OC)c1 | 0.2%[50 µM] | 3.7% | x | -0.1% | x | -5% | x | x | x | 26%
CCOC(=O)c1cc(NC(=O)CCC(=O)O)ccc1N1CCCCC1 | -0.3% | 1.6% | x | 0.7% | i | 6% | x | x | x | 13%
CCOC(=O)N1CCN(S(=O)(=O)c2ccc(C(=O)N(CCN(C)C)c3nc4ccc(CC)cc4s3)cc2)CC1 | -0.1% | 0.3% | x | -0.4% | x | -4% | x | x | x | 6%

2 consecutive compounds out of the list so far, for reference:
SMILES | UTI89 phage lysis | RSV CPE inhibition | ER stress rescue | West Nile virus CPE | Yfh1-depleted yeast | Dengue-2 NS5 capping | WT yeast gro inh | WT yeast gro inh mutant strain | XIAP displacement | Large T inhibition | others
COC(=O)c1cccc(NC(=O)CN2CCN(Cc3ccccc3)CC2)c1 | 0.1% | 0.3% | 1.7% | -0.1% | i | -4% | 6 | 22 | 0.5% | -7%
COCCNC(=O)c1ccccc1NS(=O)(=O)c1ccc(Br)s1 | 1.6% | -0.7% | 1.5% | 1.7% | i | -10% | 1 | 1 | -5.0% | 3%

Next results:
SMILES | UTI89 phage lysis | RSV CPE inhibition | ER stress rescue | West Nile virus CPE | Yfh1-depleted yeast | Dengue-2 NS5 capping | WT yeast gro inh | WT yeast gro inh mutant strain | XIAP displacement | Large T inhibition | others
O=C(CN1C(=O)NC2(CCOc3ccccc32)C1=O)NCC(F)(F)F (stereo unspecified) | 0.3% | 1.1% | x | 0.1% | x | -6% | x | x | x | 16%
COc1ccc(NC(=O)/C=C/c2ccco2)cn1 | -0.4% | -0.4% | -1.2% | 0.0% | i | 1% | -9 | 8 | -15% | 1%
CN1C(C(=O)Nc2ccc(OC(F)(F)F)cc2)=CC(c2ccco2)=NS1(=O)=O | 7.1% | 1.1% | x | 0.0% | x | -6% | x | x | x | 9%
Cc1ccc(O)c(C(=O)c2cnc3c(c2)CN(C)C(=O)N3)c1 | 12% | 3.4% | -0.4% | 2.4% | i | 2% | 12 | 8 | -7.7% | 6%
c1ccc(Cn2c(SCc3cn4cccnc4n3)nnc2-c2ccco2)cc1 | -0.1% | 1.5% | -1.1% | 0.0% | i | -1% | 76* | 11* | 3.1% | 7%
CCOC(=O)c1nn(-c2cccc(Cl)c2)c2nc(CC(C)C)c(C#N)c(=O)n12 | 0.0% | 17% | -0.5% | -1.4% | i | -4% | 15 | -6 | -7.1% | 2%
CC1CCN(c2nc3c(c(=O)n(C)c(=O)n3C)n2CCSc2nc3ccccc3s2)CC1 | -0.1% | 2.0% | 1.2% | 0.0% | i | -2% | 23 | 18 | -2.1% | 17%
C/C(=C1/SC(N2CCCC2)=NC1=O)c1ccc(Br)cc1 | -0.4% | 10% | -0.2% | 1.4% | i | 7% | -2 | 2 | -0.6% | 9%
O=C(COc1ccccc1Br)NC1CC1 | -0.1% | 2.5% | x | -0.4% | x | -3% | x | x | x | 5%
c1ccc(-n2nnnc2Oc2ccc(-c3nnco3)cc2)cc1 | 0.2% | -0.1% | x | 0.1% | i | -7% | -8 | -26 | x | 9%
c1cc2c(cc1NC1CCCCCC1)OCO2 | 1.1% | 1.2% | x | 0.2% | x | 34% | x | x | x | 17%
CCOC(=O)c1cc2sccc2n1Cc1ccc(C#N)cc1 | 0.0% | 2.5% | -4.0% | 1.1% | i | 1% | 41 | 20 | -2.2% | 0%
CN1C(=O)COc2ccc(C(=O)c3ccccc3C(=O)O)cc21 | 1.7% | 1.7% | -1.0% | -0.1% | i | 0% | -13 | -3 | -3.3% | 17%
COc1ccc(CNC(=O)c2cccc(N3CCCC3=O)c2)cc1 | 1.9% | 1.4% | -1.8% | -0.2% | i | -10% | 6 | -1 | -3.9% | 3%
O=C(O)CSC(C(=O)Nc1ccc(Br)cc1)c1ccccc1 (stereo unspecified) | 0.4% | 2.8% | 1.0% | 0.1% | i | -5% | -5 | 14 | -5.4% | 8%
Cc1ccnc(NC(=O)CC(NC(=O)c2ccccc2Cl)c2ccccc2)c1 (stereo unspecified) | 2.7%[50 µM] | -0.9% | x | x | x | 1% | x | x | x | 10%
CN1Cc2c(N3CCOCC3)nc(SCc3ccccc3)c(C#N)c2CC1(C)C | 2.2% | -2.1% | -2.2% | -0.4% | i | 5% | 28 | 10 | -0.4% | 12%
Cc1cc(C(=O)NCc2cccc(Cl)c2)c2ccccc2n1 | 0.1% | 1.7% | x | -0.4% | x | 9% | x | x | x | 9%
CCOc1ccccc1C(=O)NCC(=O)OCC(=O)c1ccc2c(c1)OCCO2 | 4.1% | -0.1% | -2.0% | 1.5% | x | 0% | 7 | -10 | -4.5% | 5%
Cc1c(OCC(=O)C(C)(C)C)ccc2c3c(c(=O)oc12)CCCC3 | 0.1% | -0.2% | x | -1.4% | x | -1% | x | x | x | 4% | Dengue-2 NS5 capping pilot replicate=2.1
CC1CCCCN1C(=O)COC(=O)c1ccc(=O)n(Cc2ccccc2)n1 (stereo unspecified) | 1.2%[50 µM] | 0.7% | x | x | x | -1% | x | x | x | 18%
CCn1nc(C)c(CN2CCC(n3nccc3NC(=O)c3ccc4c(c3)OCO4)CC2)c1C | 1.7% | 1.6% | x | -0.8% | x | -6% | x | x | x | 3%
COC(=O)C1=C(N)OC2=C(C(=O)CC(C)(C)C2)C1c1ccccc1OCC#N (stereo unspecified) | 0.0% | 0.7% | -0.9% | 0.9% | i | -4% | 1 | 0 | -6.2% | 3%
COc1ccnc(N=CNOCc2ccc(F)cc2Cl)c1C#N | 0.0% | -0.1% | -0.4% | -0.1% | i | -10% | -2 | 4 | -2.5% | 6%
CCOC(=O)CSCc1nc(-c2ccc(Cl)cc2)oc1C | 0.3% | 0.2% | -0.5% | x | x | -1% | 8 | 8 | -0.3% | 8%
NC(=O)CSc1nc2c(sc3ccccc32)c(=O)n1CCCC(=O)NCC1CCCO1 (stereo unspecified) | -0.4%[50 µM] | 0.0% | x | 0.5% | i | -8% | x | x | x | 18%
Cc1cccc(C)c1NC(=O)COC(=O)CCC(=O)c1cccs1 | -0.8% | 0.7% | -1.5% | 0.4% | i | 2% | -7 | -19 | -5.9% | -3%
O=C(NNC(=S)Nc1ccccc1)c1cccc(Br)c1 | 0.2% | -0.6% | -0.9% | 0.7% | i | -8% | -8 | -9 | -3.3% | 13%
COc1ccccc1CNC(=O)CN(c1ccc(C)cc1)S(=O)(=O)c1c(C)noc1C | 0.1% | 3.4% | x | -0.2% | x | 6% | x | x | x | 25%
O=C(COC(=O)/C=C/c1ccc(F)cc1)Nc1cc(C(F)(F)F)ccc1N1CCOCC1 | 0.6% | 3.5% | 6.8% | -0.9% | i | 0% | 19 | 5 | -1.9% | 16%
O=C(Nc1ccccn1)c1cc(-c2cccnc2)nc2ccc(Br)cc12 | 2.8% | 1.4% | -2.9% | -0.2% | i | -4% | 6 | -8 | -4.2% | 8%
COC(=O)c1c(C)oc2ccc(NS(=O)(=O)c3cccs3)cc12 | -0.6% | 6.1% | x | 0.1% | i | -3% | 3 | 5 | -4.2% | 4% | Dengue-2 NS5 capping pilot replicate=1.5
CCOc1ccc(-n2c(SCC(=O)NC3CCS(=O)(=O)C3)nnc2-c2cccnc2)cc1 (stereo unspecified) | 0.4% | 1.4% | -0.3% | -0.6% | i | 1% | -2 | 11 | -1.8% | 13%
CC(=O)Nc1ccc(S(=O)(=O)N(C)CC(=O)OCC(=O)N(CC(C)C)C2CCS(=O)(=O)C2)cc1 (stereo unspecified) | 1.2%[50 µM] | -1.4% | x | x | x | 0% | x | x | x | 10%
CCOc1ccc(C=NC23CN4CN(CN(C4)C2)C3)cc1 | 0.5% | 0.3% | 2.9% | 0.0% | i | 2% | 4 | 2 | -7.7% | 2%
O=C(c1cccc(Cl)c1)N1CCC(N2CCC(C(=O)N3CCCC3)CC2)CC1 | -0.7% | 0.7% | x | 0.0% | x | 1% | x | x | x | 6%
Cc1onc(-c2ccccc2Cl)c1C(=O)NCCn1ccc2ccccc21 | -0.3%[50 µM] | 2.0% | 0.7% | 0.1% | i | 0% | 29 | 20 | -0.7% | 22%
CN(C)S(=O)(=O)c1ccc(Cl)c(-c2nnc3n2CCCCC3)c1 | -0.1% | -1.4% | -0.9% | 0.0% | i | -7% | 0 | -5 | -7.1% | 0%
COc1ccc(F)c(CN2CCC(n3nccc3NC(=O)C3CCOC3)CC2)c1 (stereo unspecified) | -0.1% | -0.5% | x | 0.1% | x | -9% | x | x | x | 13%
O=C(O)c1ccc(/C=N/Nc2ncc(Cl)cc2Cl)cc1 | 0.3% | 0.0% | x | 0.3% | x | -1% | x | x | x | 11%
COc1ccc(/C=C2/Sc3ccc(C(=O)N4CCc5ccccc5C4)cc3NC2=O)cc1 | 4.1% | 12% | 0.6% | -1.3% | i | -2% | 12 | 3 | -11% | 8%
Cc1c(C(=O)Nc2ccccc2-c2ccccc2)cccc1[N+](=O)[O-] | -0.6% | 0.8% | 5.1% | -1.1% | i | -4% | 9 | -9 | -5.6% | 15%
Cn1c(CNC(=O)CCNC(=O)c2cccc(Br)c2)cc(=O)n(C)c1=O | -0.3% | 1.8% | x | 0.1% | x | 5% | x | x | x | -2%
CCOc1ccccc1C(=O)NCC(=O)NNC(=O)CN(C)S(=O)(=O)c1ccc(Cl)cc1 | 0.8%[50 µM] | -0.9% | x | x | x | 1% | x | x | x | 1%
CCOc1ccc(C(C(=O)NC2CCCCC2)N(C(=O)c2ccccn2)c2cccnc2)cc1 (stereo unspecified) | 0.0% | 0.3% | -0.8% | 0.1% | i | x | 8 | 15 | -5.8% | 6%
COc1ccc(C(=O)Nc2cc(C)on2)c(OC)c1 | 0.3% | -2.6% | x | 0.5% | x | -7% | x | x | x | 2%
